GAA inh = qHTS Assay for Inhibitors of Human alpha-Glucosidase as a Potential Chaperone Treatment of Pompe Disease | purified human GAA, 4-MU-alpha-glucoside fluorescence | Potency, µM (highest dose often 76.9 µM), without a hit: at the highest dose activity change, negative = inhibition, usual class: inhibitors | 200,000 tested, 0.005% active;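 also: potency is read from the fitted curve at half-maximal effect; plate controls were uninhibited enzyme wells for no effect and no-enzyme background for full effect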
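Enzyme (4 nM final) mixed with compound (up to 77 uM), then 4-MU-alpha-D-pyranoside (400 uM final) added; 20 min at room temperature, pH 5.0. Reaction stopped at pH 10, fluorescence read, AC50 derived by Hill fit.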
HttQ103 aggreg = qHTS Multiplex Assay to Identify Dual Action Probes in a Cell Model of Huntington: Aggregate Formation (GFP); 220,000 tested, 1.1% active; AID 1688, 2009; PC12 HttQ103-GFP aggregates, Acumen cytometry, 40 h; Potency, µM (doses to about 46.1 µM), for inactives: at the highest dose activity change, negative = inhibition, usual class: inhibitors; also: potency is read from the fitted curve at half-maximal effect; % is scaled to controls: 0 for no effect and ±100 for the full control effect; nearly all actives have a fitted effect of over 60% in size
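PC12/HTTQ103-GFP, ecdysone-inducible; teb 100 nM; cpd qHTS titration; GFP aggregates read on laser cytometer, Ex 488/Em 500-530 nm.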
GAA glycogen = qHTS Assay for Inhibitors and Activators of Human alpha-Glucosidase Cleavage of Glycogen; AID 2100, 2009; 300,000 tested, 0.38% active; Potency, µM (doses to about 76.4 µM), for inactives: at the highest dose activity change, negative = inhibition, actives largely listed as inhibitors; recombinant GAA, glycogen substrate, Amplex Red glucose oxidase fluorescence; Lysosomal alpha-glucosidase (Homo sapiens), P10253;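 also: potency is read from the fitted curve at half-maximal effect; 0% = full enzyme reaction and -100% = no-enzyme basal signal; the screen sought inhibitors and activators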
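Natural-substrate format: glycogen cleavage by 4 nM human enzyme, glucose read by Amplex Red coupling (Ex 573, Em 610 nm). Normalized to enzyme and no-enzyme controls.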
HTT ATP protect = qHTS Multiplex Assay to Identify Dual Action Probes in a Cell Model of Huntington: Cytoprotection (ATP) | PC12 HTT-Q103 induced, cytoprotection, ATP luminescence, 40 h | Potency, µM (highest dose often 56.4 µM), for inactives: cytoprotection (ATP increase), usual class: activators | 230,000 tested, 0.14% active | AID 1471, 2008;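 also: potency is read from the fitted curve at half-maximal effect; % of control where 0% means no effect; nearly all actives have a fitted effect of over 45% in size; toxic huntingtin expression switched on by the ecdysone agonist tebufenozide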
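PC12 cells with ecdysone-inducible HTT exon 1 Q103-GFP, induced with 100 nM tebufenozide and co-treated with library compounds in a dose series (1536-well, 1500 cells/well). Cytoprotection read as ATP content by ATPlite luminescence.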
Lamin A splicing = qHTS Assay for Modulators of Lamin A Splicing | 200,000 tested, 0.01% active | Potency, µM (titrated, usually from 46.1 µM), inactives show top-dose ratio change, negative = inhibition, actives largely listed as inhibitors | AID 1487, 2009 | HeLa LMNA splicing GFP/RFP minigene ratio, 48 h; active = well fitted inhibition curve with a large enough effect in the signal ratio, with a control signal flat, not every such curve was filed as active; inconclusive = small, poorly fitted or top-dose-only effect, or effect the other way, or a change in a side signal; the % refers to the signal ratio; also: potency is read from the fitted curve at half-maximal effect; % is scaled to controls: 0 for no effect and ±100 for the full control effect
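Read-out is the ratio of GFP to DsRed2 object intensity, acquired by 488 nm laser-scanning cytometry on HeLa lamin A-EGFP minigene reporter cells. Compound incubation 48 hrs at 37 °C in Opti-MEM with 2% FBS; DMSO 0.5% final.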
GAA spleen mod = qHTS Assay for Inhibitors and Activators of Human alpha-Glucosidase From Spleen Homogenate. Lysosomal alpha-glucosidase (Homo sapiens), P10253. human spleen homogenate, 4-MU-alpha-glucoside fluorescence. Potency, µM (titrated, usually from 79.9 µM), for inactives: at the highest dose activity change, negative = inhibition, usual class: inhibitors. 240,000 tested, 0.006% active;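 also: potency is read from the fitted curve at half-maximal effect; 0% = enzyme with vehicle and -100% = no enzyme basal signal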
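AC50 values come from Hill-equation fits of concentration-response data, normalized to no-enzyme and full-activity controls. Enzyme source: 1 ug human spleen homogenate; 1 mM fluorogenic 4-MU glucoside, pH 5.0 citrate buffer, 37 C, 40 min.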
CBFb RUNX1 block = qHTS Assay for Compounds Blocking the Interaction Between CBF-beta and RUNX1 for the Treatment of Acute Myeloid Leukemia. AlphaScreen CBFb-His/RUNX1-biotin binding, biochemical. 230,000 tested, under 10 active. Runt-related transcription factor 1 (Homo sapiens) + Core-binding factor subunit beta …. Potency, µM (top dose mostly 59.8 µM), for the others: top-dose activity, negative = inhibition, usual class: inhibitors; also: % of control where 0% means no effect
Target sequence (Q01196 whole entry, looked up): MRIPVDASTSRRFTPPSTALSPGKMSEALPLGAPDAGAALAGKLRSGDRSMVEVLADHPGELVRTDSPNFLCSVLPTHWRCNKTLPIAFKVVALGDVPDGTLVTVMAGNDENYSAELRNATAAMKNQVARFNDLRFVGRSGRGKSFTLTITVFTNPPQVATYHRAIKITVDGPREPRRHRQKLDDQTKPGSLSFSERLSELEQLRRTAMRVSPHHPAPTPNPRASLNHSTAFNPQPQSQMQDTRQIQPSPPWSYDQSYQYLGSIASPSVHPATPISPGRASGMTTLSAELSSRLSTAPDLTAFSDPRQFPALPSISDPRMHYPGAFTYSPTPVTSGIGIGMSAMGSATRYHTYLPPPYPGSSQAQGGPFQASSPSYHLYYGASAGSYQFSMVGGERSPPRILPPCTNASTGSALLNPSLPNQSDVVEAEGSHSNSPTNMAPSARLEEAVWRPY
Target sequence (Q13951 whole entry, looked up): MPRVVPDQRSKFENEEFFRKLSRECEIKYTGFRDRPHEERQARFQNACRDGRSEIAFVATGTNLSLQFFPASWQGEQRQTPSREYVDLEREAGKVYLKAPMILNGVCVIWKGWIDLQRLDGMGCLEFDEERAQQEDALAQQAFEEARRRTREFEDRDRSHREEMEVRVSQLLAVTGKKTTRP
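AlphaScreen binding: CBFb-His and RUNX1-biotin (30 nM each) preincubated 20 min, compound added for 15 min, then nickel and streptavidin beads for 90 min, all at room temperature. Disruption of the interaction by any mechanism counts as activity.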
The depositor's hits bear a star; ? = inconclusive; · = no result given; [ ] = dose if it differs, or a comment. Unless noted, calls follow the shape of the dose curve; as a rule, active = well fitted curve in the direction sought with a large enough effect; inconclusive = small, poorly fitted or top-dose-only effect, or another doubt; inactive = no such curve, though single readings can be large; an effect the other way counts as inactive or inconclusive.

SMILES	GAA inh	HttQ103 aggreg	GAA glycogen	HTT ATP protect	Lamin A splicing	GAA spleen mod	CBFb RUNX1 block
CCOc1cc(NS(=O)(=O)c2ccc(OC)cc2)c(OCC)cc1NC(=O)c1ccco1	?	-15%	0%	2%[10 µM]	3%	-6%	6%
C[C@@H]1C=C(C(=O)O)O[C@H](OCc2ccc(CO)cc2)C1	·	7%[9.22 µM]	-9%	12%[10 µM]	·	-17%	3%
N#Cc1ccc(NCC(=O)Nc2ccc3c(c2)OCCO3)cc1	1%	12%	-20%	-4%[10 µM]	-5%[46 µM]	-5%	7%
C=CCN(c1cccc(C(F)(F)F)c1)S(=O)(=O)c1cccc(C(=O)OCC(=O)Nc2ccccc2)c1	5%	7%	-5%	5%[0.074 µM]	15%	-5%	3%
COc1ccccc1OCC(=O)Nc1ccc(S(=O)(=O)Nc2nc(C)cc(C)n2)cc1	1%	11%	-1%	-14%[10 µM]	15%	-8%	3%
O=C1NC(=S)N/C1=C/c1cc([N+](=O)[O-])ccc1O	-7%	1%	-12%	-7%[10 µM]	-1%	-4%	-3%
CCc1ccc(NC(=O)C2CC(=O)N(C(C)C)C2)cc1 (centres undefined)	-4%	-16%	6%	15%[1.9 µM]	12%	-13%	4%
Cc1cc(-c2ccccc2)nc2cc(C(=O)NCc3ccco3)nn12	8%	5%	2%	-41%	·	-2%	-14%
COc1ccc(Nc2nc(N)nc(CSc3nccn3C)n2)cc1	6%	?	-4%	?	·	6%	4%
Cc1nnc2c3ccccc3c(-c3ccc(O)cc3)nn12	2%	30%[9.22 µM]	14%	-29%	-6%	10%	0%

Single records, from the list above.
Profile of N#Cc1ccc(NCC(=O)Nc2ccc3c(c2)OCCO3)cc1 = GAA inh = 1%; HttQ103 aggreg = 12%; GAA glycogen = -20%; HTT ATP protect = -4%[10 µM]; Lamin A splicing = -5%[46 µM]; GAA spleen mod = -5%; CBFb RUNX1 block = 7%
Profile of CCc1ccc(NC(=O)C2CC(=O)N(C(C)C)C2)cc1 (centres undefined) = GAA inh = -4%; HttQ103 aggreg = -16%; GAA glycogen = 6%; HTT ATP protect = 15%[1.9 µM]; Lamin A splicing = 12%; GAA spleen mod = -13%; CBFb RUNX1 block = 4%

Continued:
SMILES	GAA inh	HttQ103 aggreg	GAA glycogen	HTT ATP protect	Lamin A splicing	GAA spleen mod	CBFb RUNX1 block
COc1ccc2c(c1)c(C(=O)N/N=C/c1ccc(Br)cc1)c(C)n2C	·	-6%[9.22 µM]	-5%	-20%[10 µM]	·	2%	0%
CC(=O)Nc1nc(-c2ccccc2)nc(-c2ccccc2OC(C)=O)n1	?	-25%	-5%	-22%	?	-5%	-10%
COc1ccnc(Oc2ccccc2)c1C(=O)N/C=N/OCc1ccccc1	·	-20%[9.22 µM]	1%	-18%[10 µM]	·	-1%	12%
CC(C)OC(=O)Cn1nc(C(F)(F)F)c2c1CCCC2	5%	-9%[9.22 µM]	13%	4%[10 µM]	·	-3%	5%
COc1ccc(Cl)c(OC)c1C(=O)NC(=O)Nc1c(F)cc(F)cc1F	·	-5%[9.22 µM]	-1%	15%[10 µM]	·	0%	12%
Cc1[nH][nH]c(=O)c1C(c1ccc(N(C)C)c(Br)c1)c1c(C)[nH][nH]c1=O	·	2%[9.22 µM]	-29%	24%[10 µM]	·	1%	0%
O=C(Nc1ccccc1Cl)N1C2CCC1CC(O)(c1cccnc1)C2 (centres undefined)	?	27%[9.22 µM]	-10%	17%[10 µM]	20%[46 µM]	-2%	2%
Cc1cc(C(=O)CSc2nnnn2-c2ccccc2)c(C)n1CCc1ccccc1	-8%	-1%	-4%	?	9%	-1%	1%
N#CNC(=Nc1ccccc1)SCc1ccc(C(=O)O)cc1	?	12%[9.22 µM]	-11%	19%[10 µM]	11%[46 µM]	5%	9%
CC(C)n1c(NCCO)nc2ccccc21	?	-3%[9.22 µM]	-4%	-5%[10 µM]	·	8%	0%
O=C(Nc1ccc(Br)cc1)c1cnccn1	-12%	6%[9.22 µM]	2%	-21%	0%	-10%	1%
O=C(Cn1ccc2ccccc2c1=O)N1CCN(c2cccc(Cl)c2)CC1	8%	2%	3%	-7%	8%	3%	-1%
CC(C)NC(=S)Nc1ccc2[nH]c(=O)[nH]c2c1	-4%	3%	-23%	-4%	·	-16%	18%
Cc1occc1C(=O)NNC(=O)Nc1ccc(Cl)c(Cl)c1	-1%	-30%	-1%	20%[10 µM]	?	-1%	1%
CC(C)C(=O)NC(NC1CCS(=O)(=O)C1)C(Cl)(Cl)Cl (centres undefined)	2%	-8%[9.22 µM]	6%	9%[10 µM]	9%[46 µM]	0%	4%
COc1ccc(C(CC(=O)NCc2ccccc2)Sc2n[nH]c(-c3ccc(Cl)cc3)n2)cc1 (centres undefined)	1%	-22%	-6%	-32%[10 µM]	-6%	3%	10%
Oc1c(Cl)cc(Cl)cc1/C=N/c1nccs1	3%	-2%	4%	-6%	-9%	-7%	-27%
C=CCn1c(SCc2ccc(C#N)cc2)nnc1-c1ccccc1	-2%	3%	-1%	8%	13%	4%	7%
COc1ccc(Oc2c(Cl)cnn(-c3ccc(F)cc3)c2=O)cc1	-2%	3%	2%	-8%[10 µM]	2%	-9%	13%
CC(NC(=O)c1cccnc1)C(=O)O (centres undefined)	-9%[15.4 µM]	21%	1%	-10%	?	12%	13%

Copied from the list:
In HTT ATP protect, `COc1ccc(Oc2c(Cl)cnn(-c3ccc(F)cc3)c2=O)cc1` reads -8%[10 µM]
In HttQ103 aggreg, `CC(C)NC(=S)Nc1ccc2[nH]c(=O)[nH]c2c1` reads 3%
In GAA spleen mod, `CC(NC(=O)c1cccnc1)C(=O)O` (centres undefined) reads 12%
In CBFb RUNX1 block, `Oc1c(Cl)cc(Cl)cc1/C=N/c1nccs1` reads -27%
In HttQ103 aggreg, `CC(C)C(=O)NC(NC1CCS(=O)(=O)C1)C(Cl)(Cl)Cl` (centres undefined) reads -8%[9.22 µM]
In CBFb RUNX1 block, `O=C(Cn1ccc2ccccc2c1=O)N1CCN(c2cccc(Cl)c2)CC1` reads -1%

The results go on.
SMILES	GAA inh	HttQ103 aggreg	GAA glycogen	HTT ATP protect	Lamin A splicing	GAA spleen mod	CBFb RUNX1 block
COc1ccc(NC(=O)c2cc3cc(OC)ccc3oc2=N)cc1	2%	15%	-3%	3%	7%	4%	-6%
CCCc1cc(C(=O)OC)c(NC(=O)CCC(=O)O)s1	-3%	-12%[9.22 µM]	15%	-21%	-4%[46 µM]	1%	-1%
COc1ccc(N2CCN(C(=O)CSc3nc4c(c(=O)n(C)c(=O)n4C)n3C(C)C)CC2)cc1	7%	-14%	-4%	15%	?	5%	0%
CC(C)c1ccc2c(c1)C(=O)NC(C)(C)C2	4%[15.4 µM]	5%	9%	-14%	-2%	-2%	-2%
COC(=O)c1ncn(C2OC(COC(C)=O)C(OC(C)=O)C2OC(C)=O)n1 (centres undefined)	3%	-5%	6%	·	-7%	-5%	5%
C[n+]1cnn2c1SCC1(COC1)C2	?	14%	7%	3%[0.074 µM]	10%	0%	6%
O=C(O)CSCc1c(F)cccc1Cl	6%	4%	2%	-5%[10 µM]	-8%	-13%	0%
O=C(O)CC(C(=O)OCC1CCCO1)N1CCOCC1 (centres undefined)	-1%	14%	7%	0%	5%	-5%	4%
CC12CN3CCN(CC(C3)/C1=N\NC(=O)Nc1cccc(Cl)c1)C2	5%	4%	4%	-25%	·	1%	0%
COc1ccccc1C(=O)NCC(=O)NC1CCCc2ccccc21 (centres undefined)	5%	2%	7%	-18%	-9%[9.22 µM]	8%	5%
c1csc(C2CCCN2c2nc3nonc3nc2NC2CC2)n1 (centres undefined)	-4%	2%[9.22 µM]	-15%	37%[10 µM]	?	0%	-5%
C#CCOc1ccc(C2C3=C(COC3=O)Nc3cc4c(cc32)OCO4)cc1OC (centres undefined)	4%	-11%	?	-184%[inhibitor]	·	0%	10%
Cn1c(-c2ccc(F)cc2)cnc1SCC(=O)NNC(=O)Cc1ccccc1	?	17%[9.22 µM]	7%	13%[10 µM]	?	5%	-12%
CC(=O)OC(C)(C)C#CCN1CCCC1	-6%	0%	4%	7%	-3%	-4%	-4%
c1ccc(OCCSc2nc3ccccc3o2)cc1	0%	1%	6%	-4%	?	-4%	26%
COc1ccc(C)cc1NC(=O)CSc1nnc(-c2ccco2)n1N	-3%	19%	-5%	4%	-5%	-16%	3%
c1ccc(-c2ccc3nnnn3n2)cc1	-5%	4%[9.22 µM]	7%	16%[10 µM]	·	0%	10%
O=C1CC(SCc2nc3ccccc3[nH]2)C(=O)N1c1ccc(F)cc1 (centres undefined)	-3%	-9%	-6%	1%	26%	-1%	-12%
COc1ccc(O)c(CNc2ccccc2F)c1	-5%	1%	?	-7%	?	3%	-7%
CCN(CC)CCOC(=O)c1ccc(NC(=O)CCNC(=O)Cn2ccc3ccccc3c2=O)cc1	-4%	11%	2%	12%	5%	-7%	8%
Fc1ccc(-c2cnc3n2CCCCC3)cc1	-1%	-8%	4%	9%[10 µM]	10%[46 µM]	11%	-3%
COCCNC(=O)C(c1ccccc1)N(CCOC)C(=O)Cn1nnc2ccccc21 (centres undefined)	-8%	1%[9.22 µM]	9%	-1%[10 µM]	0%	-15%	2%
CCN(CC)S(=O)(=O)c1cccc(C(=O)N2CC(O)CC2C(=O)OC)c1 (centres undefined)	4%	8%	6%	-1%	-1%	7%	7%
CC(C)C1N=C2c3ccccc3N=C(SCC(=O)c3ccc(O)c(O)c3)N2C1=O (centres undefined)	-3%	?	12µM*	5%	-18%	-11%	-12%
CN(C)c1ccc(N=NS(=O)(=O)O)cc1	·	·	·	3%	·	-12%	2%[21.7 µM]
Cc1c(C(=O)NCCSCc2ccc(F)cc2)cnn1-c1ccc(Cl)cc1	-17%	17%[9.22 µM]	-16%	0%[10 µM]	·	0%	13%
CCCCOCCCNS(=O)(=O)Cc1ccccc1	4%	-10%	6%	-9%[10 µM]	10%	-1%	13%
CCOc1ccc(C(=O)NCC(c2cccs2)N(C)C)cc1 (centres undefined)	-2%	10%	-4%	·	?	4%	-7%

Compound activity as filed in PubChem.
